hcGAS lum = human cGAS inhibition; Q8N884; hit rate 0.081% among 290,000; inhibition, % at 12.5 µM; recombinant h-cGAS, ATP depletion, Kinase-Glo luminescence;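 also: 0% = vehicle reaction and 100% = reaction without DNA for no activity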
Target sequence (Q8N884 whole entry, looked up): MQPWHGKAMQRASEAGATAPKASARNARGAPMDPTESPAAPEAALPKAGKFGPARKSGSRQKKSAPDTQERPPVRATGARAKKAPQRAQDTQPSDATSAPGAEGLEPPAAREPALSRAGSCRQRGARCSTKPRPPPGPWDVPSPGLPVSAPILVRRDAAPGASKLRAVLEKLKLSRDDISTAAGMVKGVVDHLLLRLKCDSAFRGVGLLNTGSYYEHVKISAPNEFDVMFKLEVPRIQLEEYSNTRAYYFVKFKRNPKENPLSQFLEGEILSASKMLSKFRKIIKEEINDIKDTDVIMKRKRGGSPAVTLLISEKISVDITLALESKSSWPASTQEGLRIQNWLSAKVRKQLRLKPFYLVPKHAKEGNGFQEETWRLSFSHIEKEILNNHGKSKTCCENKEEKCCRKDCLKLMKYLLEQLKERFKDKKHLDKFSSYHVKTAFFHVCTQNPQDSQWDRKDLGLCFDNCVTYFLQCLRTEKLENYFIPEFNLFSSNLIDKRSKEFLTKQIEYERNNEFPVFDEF
mcGAS lum = mouse cGAS inhibition by luminescence | Q8C6L5 | recombinant cGAS, Kinase-Glo ATP depletion luminescence | inhibition, % at 12.5 µM | hit rate 0.15% among 160,000;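 also: 0% = negative control wells and 100% = reference inhibitor with no enzyme activity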
NPYLR7 ag = activates Aedes aegypti NPYLR7 receptor. activation, % at 10 µM. AID 1259423. HEK293T NPYLR7/Galpha15, GCaMP6s calcium fluorescence. hit rate 0.15% among 270,000; in the data active = activation above about 40%;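 also: 0% = vehicle and 100% = reference agonist at the receptor; some compounds past the cut are filed as inactive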
Starred values were filed as active, the others as inactive; nt = not tested or not shown; & = joins results of further samples. Rule as the data show it, unless noted: active = inhibition above about 40%; inactive = the rest.

SMILES	hcGAS lum	mcGAS lum	NPYLR7 ag
CCOCCn1nc(C)cc1C(=O)N1CCNCC1C(=O)N1CCCC1 (stereo not given)	-6	nt	21
COc1ccccc1OCCN1CCC(C(=O)NC(c2ccc(Cl)cc2)c2ccsc2)CC1 (stereo not given)	-4	-3	7
Cc1ccccc1NC(=O)c1c(N)c(C(=O)c2ccccc2)n2ccccc12	-4	-8	-6
N#CC1=C(SCC(N)=O)NC(=O)CC1c1cccc(Oc2ccccc2)c1 (stereo not given)	-1	nt	-1
CC1CCN(CC(O)CN2C(=O)NC(C)(C)C2=O)CC1 (stereo not given)	-1	-2	12
COc1ccc(C2C(C#N)=C(N=CN(C)C)Oc3c2c(C)nn3-c2ccccc2)cc1 (stereo not given)	-6	-4	-7
CCOC(=O)[C@@H]1[C@@H](OC(N)=O)C(=O)N(Cc2ccccc2)C12CCN(S(C)(=O)=O)CC2	1	-7	23
Cc1ccc(C)c(Cn2nc(-c3ccco3)c3sc(N4CCOCC4)nc3c2=O)c1	-11	-9	0
COc1ccccc1NC(=O)NCCNc1nc(C)cc(N(C)C)n1	-3	nt	-1
Cc1cc(C(F)(F)F)c2c(C)nn(-c3ccccc3)c2n1	-18	-8	1
O=C(N1CCN(c2nccc(-c3cccc(C(F)(F)F)c3)n2)CC1)C(F)(F)C(F)(F)C(F)(F)F	-1	-6	10
Cc1cn2c3c(=O)n(C)c(=O)n(C)c3nc2n1CCN1CCOCC1	-3	-4	2
COc1cccc2c1OCC(CN(C)Cc1snnc1C)=C2	-9	-11	nt
O=C(Nc1n[nH]c(-c2cccc(OC(F)F)c2)n1)c1ccco1	-4	-16	9
Cc1cccc(C(C)C)c1NC(=O)CN1CCN(C)CC1	-16	nt	1
Cc1cccc(NC(=O)CN(C)CCOc2cccc(Br)c2)c1C	-9	nt	1
CCCc1cc(C(=O)N[C@H]2COC[C@@H]2N2CCCC2)n[nH]1	-13	-5	nt
Cn1cnnc1CCNC(=O)c1cc(Cl)c2c(c1)OCO2	6	nt	-7
CN(C)S(=O)(=O)N(C)c1ccc(O)cc1	-4	-8	3
CC12CC3CC(C)(C1)CC(OCCn1cnnc1)(C3)C2	-11	-7	nt
Cc1ccc(NC(=O)Cn2nc3ccc(SC(C)(C)C)nn3c2=O)c(C)c1	-9	-9	nt
Cc1nc(NC(=O)c2cccc3c2OCCO3)sc1C	-6	nt	17
O=c1[nH]c(=S)[nH]nc1-c1ccc(F)c(F)c1	2&12	nt	-2&9
COCCCN(CC(=O)N(Cc1cccn1C)C1CC1)S(=O)(=O)c1cccc(C(F)(F)F)c1	-1	1	-11
Cc1ccc(-c2cc(NC(=O)c3cc(F)cc(C(F)(F)F)c3)n(-c3ccccc3)n2)cc1	2	1	5
SMILES	hcGAS lum	mcGAS lum	NPYLR7 ag
O=C(NCCN1CCOCC1)c1coc(CN(Cc2ccoc2)Cc2cccc(C(F)(F)F)c2)n1	3	0	-6
CC(CCO)SCCS(=O)(=O)c1ccccc1 (stereo not given)	-8	nt	-1
COc1cc(Cl)cc2cc(C(=O)N3CCC4(CN(C)C(=O)O4)C3)oc12 (stereo not given)	0	nt	-1
Cc1cc(C(F)(F)F)n2nc(C(=O)N[C@@H]3C[C@@H](CO)N(C)C3)cc2n1	2	nt	0
Cc1cc(NC(=O)c2cccc(C#N)c2)n(C(C)(C)C)n1	-7	nt	6
Cc1ccc2ncnc(NCCc3ccccc3)c2c1	-1	-4	-5
CC(C)c1cccc(-c2nc3c(N4CCOCC4)nccc3[nH]2)c1	-5	-7	-5
COc1ccc(N=c2scc(-c3cc4ccccc4o3)n2CC2CCCO2)cc1 (stereo not given)	-3	nt	3
Cc1nc(C)c(Cc2ccccc2Cl)c(N2CCN(C(=O)COCc3ccccc3)CC2)n1	3	3	nt
Cc1nc(C(C)N(C)Cc2nccn2C)c(C)s1 (stereo not given)	-9	-13	2
O=C(CSc1nc2ccccc2o1)Nc1ccc2c(c1)OCCO2	-10	-7	nt
COc1ccc(C(=O)N2CCC3(CC2)OCC(C(=O)O)N3C(=O)c2ccco2)cc1OC (stereo not given)	0	-4	6
CC1CCN(c2nc3c(c(=O)[nH]c(=O)n3C)n2Cc2ccccc2)CC1	4	-3	nt
CNc1ccccc1C(=O)N1CCCCC1CCN1CCOCC1 (stereo not given)	-6	-9	18
Cc1cccc(C)c1NC(=O)c1nnn(Cc2nc(-c3ccccc3)oc2C)c1C	-7	-11	8
CCOc1ccc(C(=O)Oc2coc(CSc3nccc(C)n3)cc2=O)cc1OCC	-3	-7	-11
O=c1[nH]c(N2CCOCC2)nc2ncn(-c3ccccc3)c(=S)c12	-4	nt	1
Cc1cccc(-c2nc3ccc(Br)cn3c2NC(C)(C)C)c1	-11	-5	-5
CCNc1ccnc(N(C)Cc2ncc(C)[nH]2)n1	-3	nt	-11
CC1(C)CNC(=O)CN(S(=O)(=O)c2cccs2)C1	-2	-3	-1
CCC(C)N(Cc1csc(COc2c(OC)cccc2OC)n1)S(=O)(=O)c1ccc(C)cc1 (stereo not given)	-5	-7	-9
CCN(CC)c1ccc2cc(C(=O)Nc3ccc(F)cc3)c(=N)oc2c1	6	3	-4
COc1cccc(CN2C(=O)C(N3CCSC3=O)C2c2ccsc2)c1 (stereo not given)	-5	-8	5
COc1cc(OC)cc(C2=NC(=Cc3ccc(Br)cc3)C(=O)O2)c1	-5	nt	1
CC(NC(=O)CN1CSCC1=O)C12CC3CC(CC(C3)C1)C2 (stereo not given)	-3	-5	1
SMILES	hcGAS lum	mcGAS lum	NPYLR7 ag
COCCCNc1nc2ccccn2c(=O)c1C=C1SC(=S)N(CCOC)C1=O	-9	-5	-1
O=C1Cc2cc(-c3csc(C4CC4)n3)ccc2N1	-9	nt	7
CNC(=O)CSc1nc2[nH]ncc2c(=O)[nH]1	0	nt	-8
CCOC(=O)c1ccc(S(=O)(=O)NCCn2nc(-c3ccco3)ccc2=O)cc1	0	-8	-2
CCN(CC)CCNC(=O)c1cc2cc([N+](=O)[O-])ccc2oc1=O	6	5	-18
O=C1CSC(c2ccccc2)(C2SC(c3ccccc3)=NC2=O)N1 (stereo not given)	2	nt	-1
O=C(NC1CCN(c2ccccc2C(=O)NCc2cccnc2)CC1)c1cccc(Cl)c1	-7	-6	15
COc1ccc(Br)cc1/C=N\NC(=O)CSc1nc2ccccc2[nH]1	-4	-6	9
CSc1ccc(COc2coc(CN3CCN(S(=O)(=O)c4c(Cl)cccc4Cl)CC3)cc2=O)cc1	-5	-6	29
CC(=NNC(=S)NC(C)C)c1ccc(C(C)(C)C)cc1	-7	-9	6
CNC(=O)c1cccc(CNC(=O)C(Oc2ccc(F)cc2F)C(C)C)c1 (stereo not given)	-5	nt	4
Cc1ccc2nc(C)cc(C(=O)N3CCC4(CC3)CC4C(=O)NCC3(c4ccccc4)CCCC3)c2c1 (stereo not given)	-1	-4	5
CC(=O)Nc1ccc(CC(=O)NC(C)c2cccs2)cc1 (stereo not given)	-2	nt	-3
Cc1c(C(=O)N2CCC(Cc3ccccc3)CC2)cc(-c2ccccc2)n1-c1ccc2c(c1)OCO2	-3	-5	7
C/C=C(\C)C(=O)N1CCN(c2nc3ccccc3nc2C(=O)OCC)CC1	-10	-6	7
COc1ccc(-n2c(SCc3ccc(C(=O)Nc4ccc5c(c4)OCO5)cc3)nnc2-c2ccncc2)cc1	-6	-3	1
OC1CCN(Cc2ccccc2NCc2cccc(OC(F)(F)F)c2)CC1	-5	nt	1
Cc1cc(NC(=O)c2ccccc2F)n(-c2nc3c(cnn3-c3cccc(C)c3C)c(=O)[nH]2)n1	5	4	nt
COc1cccc(CSc2nnc(C(C)NC(=O)c3ccc(F)cc3)n2-c2cc(Cl)ccc2C)c1 (stereo not given)	-3	-4	-3
Fc1ccc(Nc2c(-c3ccsc3)nc3ncccn23)cc1	-2	nt	-3
Cc1cc(C)cc(NC(=O)c2ccccc2NS(=O)(=O)c2cccc(OC(F)(F)F)c2)c1	-7	-6	-2
Cc1nc(-c2ccccc2)sc1C(=O)NCc1ccco1	-3	-2	3
Cc1ccc2nc(-c3cccc(NC(=O)Nc4cccc(Cl)c4)c3)oc2c1	-4	-9	17
CN(C(=O)CN1CCN(C(=O)[C@H]2CCCN2C(=O)C2CCCCC2)CC1)c1ccccc1	-4	nt	4
CCCCC(=O)N(C)c1c(CC)nc2c(OCCOc3ccccc3)cccn12	-3	-2	3
SMILES	hcGAS lum	mcGAS lum	NPYLR7 ag
O=C(Nc1ccc(-c2ccco2)cc1)C1CCCN(Cc2cccn2-c2cccnc2)C1 (stereo not given)	-4&-7	nt	-1&7
Cc1cccn2c(CC(=O)N3CCNCC3C(=O)N3CCOCC3)cnc12 (stereo not given)	-6	-16	19
CN1CC2(CCN(C(=O)C3(c4ccc(Cl)cc4)CCCCC3)C2)OC1=O (stereo not given)	-7	nt	4
CC(NC(=O)c1ccoc1)C(=O)NCCS(=O)(=O)Cc1ccccc1 (stereo not given)	-3	nt	4
O=S(=O)(Nc1ccc(S(=O)(=O)Nc2ncccn2)cc1)c1ccccc1	3	-2	4
COCc1nnc(NC(=O)CN2CCCC(c3nnc4ccccn34)C2)s1 (stereo not given)	5	-5	1
Cc1n[nH]c(=O)c2cc3c(C)n[nH]c(=O)c3cc12	-5	-4	12
CN(CC1CCCC1)c1ncccc1S(=O)(=O)N1CCCCC1	-2	nt	1
COc1cccc(-c2nc3ccccn3c2NC(=O)C2CCCC2)c1	-6	-7	-9
CCCC(C)(CNC(=O)c1ccccn1)NC(=O)c1ccccn1 (stereo not given)	-7	nt	2
Cc1cc(C)c2c(C)c(C(=O)N(C)c3ccccc3)sc2n1	-5	nt	3
Cc1csc(NC(=O)CSC2=NS(=O)(=O)c3ccccc3N2)n1	-4	nt	12
O=C(NCCCn1cccn1)C1CCC(=O)N(CCc2ccccn2)C1 (stereo not given)	-1	-4	-6
CC(C)c1nc2cc(C(=O)N[C@@H]3C[C@H]3c3ccccc3)ccc2o1	-13	-13	6
COc1ccc(C2CCCN2CC(=O)NCc2ccc(Cl)cc2)c(OC)c1 (stereo not given)	-6&-7	-14&-7	4&1
O=S1(=O)CCC(Nc2ncnc3c2cnn3-c2ccc(F)cc2)C1 (stereo not given)	-3	-6	-1
O=c1c(-c2ccco2)[n+]([O-])c2ccccc2n1OCc1ccccn1	-9	nt	-1
CCOC(=O)N1CCC(Nc2ncnc3ccsc23)CC1	-6	-6	10
O=C1C(=Cc2cccnc2)Sc2ccccc21	0	65*	12
C[n+]1c(C=Cc2ccc(O)cc2)ccc2ccccc21	-10	nt	7
O=C(NCCN1C(=O)SC(=Cc2cccs2)C1=O)C1CCCCC1	-11	nt	14
Cc1ccc(NC2CCCNC2)cc1C (stereo not given)	-2	0	-3
Cc1[nH]c2ccc(CNC(=O)c3ccccc3N(C)S(C)(=O)=O)cc2c1C	-7	nt	5
Cc1cc2nc(-c3cc(NC(=O)c4ccc(I)cc4)ccc3O)oc2cc1C	-3	-6	10
O=C(C(c1ccccc1)c1ccccc1)N1CCC2(CC1)SCCN2C(=O)c1ccc(Br)cc1	-4	-4	27
SMILES	hcGAS lum	mcGAS lum	NPYLR7 ag
Cc1ccc(C(NC(=O)c2ccnn2C(F)F)c2cccnc2)cc1C (stereo not given)	-6	nt	-7
C=CCN1C(=O)NC(c2cccc(Oc3ccccc3)c2)C2=C1CN(Cc1ccc(F)cc1)C2=O (stereo not given)	3	0	nt
O=C(NCCCSC1CCCCC1)C1CCCN(c2ccccn2)C1 (stereo not given)	-12	-6	nt
O=C(CCc1nc2c(cnn2-c2ccccc2)c(=O)[nH]1)N1CCC2CCCCC2C1 (stereo not given)	-6	-15	5
COC(=O)c1ccc(NC(=O)Cn2ncn3nc(-c4ccc(C)c(C)c4)cc3c2=O)cc1	-8	-12	-11
CC1CCc2c(sc(NC(=O)CN3CCOC(C)C3)c2C#N)C1 (stereo not given)	-2&-4	nt	-4&-8
CN1CCC2(CC1)CN(C(=O)CSc1nnnn1C)CCCN2C	-3	-17	7
Cc1nc2c(cnn2C(C)C)cc1C(=O)N1CCCC(C(=O)Nc2ccccc2)C1 (stereo not given)	4	nt	-1
CCN1CCN(C(c2cccc(Br)c2)C2Sc3nc(-c4ccco4)nn3C2=O)CC1 (stereo not given)	-1	-4	-6

By substructure, the entries above with a furan ring, fused or not (twelve)
SMILES	hcGAS lum	mcGAS lum	NPYLR7 ag
Cc1ccc(C)c(Cn2nc(-c3ccco3)c3sc(N4CCOCC4)nc3c2=O)c1	-11	-9	0
O=C(Nc1n[nH]c(-c2cccc(OC(F)F)c2)n1)c1ccco1	-4	-16	9
O=C(NCCN1CCOCC1)c1coc(CN(Cc2ccoc2)Cc2cccc(C(F)(F)F)c2)n1	3	0	-6
COc1cc(Cl)cc2cc(C(=O)N3CCC4(CN(C)C(=O)O4)C3)oc12 (stereo not given)	0	nt	-1
COc1ccc(N=c2scc(-c3cc4ccccc4o3)n2CC2CCCO2)cc1 (stereo not given)	-3	nt	3
COc1ccc(C(=O)N2CCC3(CC2)OCC(C(=O)O)N3C(=O)c2ccco2)cc1OC (stereo not given)	0	-4	6
CCOC(=O)c1ccc(S(=O)(=O)NCCn2nc(-c3ccco3)ccc2=O)cc1	0	-8	-2
Cc1nc(-c2ccccc2)sc1C(=O)NCc1ccco1	-3	-2	3
O=C(Nc1ccc(-c2ccco2)cc1)C1CCCN(Cc2cccn2-c2cccnc2)C1 (stereo not given)	-4&-7	nt	-1&7
CC(NC(=O)c1ccoc1)C(=O)NCCS(=O)(=O)Cc1ccccc1 (stereo not given)	-3	nt	4
O=c1c(-c2ccco2)[n+]([O-])c2ccccc2n1OCc1ccccn1	-9	nt	-1
CCN1CCN(C(c2cccc(Br)c2)C2Sc3nc(-c4ccco4)nn3C2=O)CC1 (stereo not given)	-1	-4	-6

Compounds as they come; any-hit rate near 0.29%.
